# aDG glyco up = increases alpha dystroglycan glycosylation; Pro5-aDG cells, alpha-DG glycosylation AlphaScreen (IIH6); 0% Pro5, 100% B10-LARGE cell signal; activation, % at 10 µM; actives 0.22% (n = 360,000); AID 624168;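 active = activation of at least 8% versus controls, or a plate z-score of at least 8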;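 note: Pro5 are CHO cells carrying HIG-tagged alpha-DG that lacks glycosylation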
# Vif imaging = blocks HIV Vif function; HEK293T cells, Vif self-association by quenched fluorescence, imaging, 24 h; actives 0.35% (n = 340,000); AID 602346; inhibition, % at 7.49 µM; in the data active = inhibition above about 50%, passing the limit was not always enough; note: some results filed as inactive read as strong as hits
# hiPSC survival = enhancers of human iPSC single-cell survival; survival enhancement, % at 20 µM; actives 0.044% (n = 360,000); hiPSC single-cell survival, ATPlite luminescence; 100% = ROCK inhibitor wells, 0% = DMSO; AID 602274; in the data active = survival enhancement above about 18%;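 note: cells exposed to compounds for 16 hours before the ATP read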
# ABCB6 inh MLPCN = blocks the human ABCB6 transporter | fluorescence ratio to DMSO, % at 10 µM | actives 0.19% (n = 360,000) | Q9NP58 | K562-ABCB6 porphyrin accumulation, flow cytometry, 1 h; stronger effect = lower value;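 active = fluorescence ratio to DMSO below 75%, the collection mean minus 3 SD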;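 note: signal is porphyrin accumulated inside mitochondria; 100% equals median channel fluorescence of DMSO control wells; lower ratio means ABCB6 inhibition with less porphyrin fluorescence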
# CaV13 ICDI inh = Primary screen for inhibitors of IQ motif and Ca2+-dependent inactivation inhibitor domain binding in CACNA1D, Förster resonance energy transfer in living cells, …; HEK cells, CFP/YFP FRET ICDI-IQ, plate reader, 10 min; percent FRET-ratio fall versus neutral wells; inhibition, % at 12.3 µM; actives 0.098% (n = 340,000); AID 743397;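 active = mean replicate inhibition of at least 30% and at least 1% of replicates passing that level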;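 note: 0% = median of the neutral control wells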
# Granule exo inh = lytic granule exocytosis inhibition; inhibition, % at 10 µM; actives 0.66% (n = 360,000); TALL-104 LAMP-1 surface exposure, flow cytometry; cells stimulated with thapsigargin and PMA; AID 651702;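 active = inhibition above about 55%, limit read from the data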
# N-glyco inh = blocks N-linked glycosylation in D54 reporter cells; reporter increase, % at 12.5 µM; actives 0.23% (n = 360,000); D54 ERlucT glycosylation luciferase reporter, 24 h; percent of 100 nM tunicamycin response;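 active = mean luciferase reporter signal, scaled so untreated is 0 and the glycosylation-blocking control 100, at or above a set limit in every replicate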;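 note: luciferase carries N-glycosylation sites so blocking glycosylation raises the light; 0% = median of neutral control wells and 100% = median of 100 nM tunicamycin wells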
# HTR2A ag = activates the mouse 5-HT2A serotonin receptor. CHO-K1 mHTR2A beta-arrestin complementation, luminescence; percent of 30 µM serotonin response. P35363. actives 0.66% (n = 360,000). activation, % at 7.6 µM;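 active = activation above a run cutoff, the mean activation of all tested compounds plus 3 SD, cut at about 14% in these data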;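 note: 0% = plate median of compound wells and 100% = 30 µM serotonin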
# Target sequence (P35363 whole entry, looked up): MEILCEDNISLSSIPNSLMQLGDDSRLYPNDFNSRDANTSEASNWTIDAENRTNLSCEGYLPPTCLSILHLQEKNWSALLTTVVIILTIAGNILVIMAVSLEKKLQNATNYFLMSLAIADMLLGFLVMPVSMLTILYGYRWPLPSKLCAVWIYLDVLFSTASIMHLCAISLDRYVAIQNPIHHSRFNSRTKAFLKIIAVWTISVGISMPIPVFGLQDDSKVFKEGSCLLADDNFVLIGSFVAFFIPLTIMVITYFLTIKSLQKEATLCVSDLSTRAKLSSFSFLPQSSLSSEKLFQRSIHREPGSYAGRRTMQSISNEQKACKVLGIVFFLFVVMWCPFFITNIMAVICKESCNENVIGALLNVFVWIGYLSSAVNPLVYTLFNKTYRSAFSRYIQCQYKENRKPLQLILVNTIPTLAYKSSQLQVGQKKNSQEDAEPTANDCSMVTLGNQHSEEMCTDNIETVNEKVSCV
# H9c2 protect = modulators protecting cardiomyocytes from myocardial damage; H9c2 cardiomyocytes, H2O2 injury protection, ATPLite, 2 h; protection from H2O2 cell death, % at 20 µM; actives 0.63% (n = 360,000); AID 588492;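 active = compounds giving at least 50% protection of heart cells from peroxide-induced death in the single-dose screen, raw or plate-pattern-corrected value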;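 note: 0% = DMSO wells with peroxide and 100% = DMSO wells without peroxide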
# PDI inh = blocks human protein disulfide isomerase activity | P07237 | PDI insulin aggregation turbidity, A650, 90 min | inhibition, % at 10 µM | actives 0.052% (n = 350,000) | AID 588391;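 active = mean inhibition across replicates of 30% or more, whatever share of single replicates reach that level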;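 note: absorbance from insulin aggregation driven by PDI reduction with DTT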
# Target sequence (P07237 whole entry, looked up): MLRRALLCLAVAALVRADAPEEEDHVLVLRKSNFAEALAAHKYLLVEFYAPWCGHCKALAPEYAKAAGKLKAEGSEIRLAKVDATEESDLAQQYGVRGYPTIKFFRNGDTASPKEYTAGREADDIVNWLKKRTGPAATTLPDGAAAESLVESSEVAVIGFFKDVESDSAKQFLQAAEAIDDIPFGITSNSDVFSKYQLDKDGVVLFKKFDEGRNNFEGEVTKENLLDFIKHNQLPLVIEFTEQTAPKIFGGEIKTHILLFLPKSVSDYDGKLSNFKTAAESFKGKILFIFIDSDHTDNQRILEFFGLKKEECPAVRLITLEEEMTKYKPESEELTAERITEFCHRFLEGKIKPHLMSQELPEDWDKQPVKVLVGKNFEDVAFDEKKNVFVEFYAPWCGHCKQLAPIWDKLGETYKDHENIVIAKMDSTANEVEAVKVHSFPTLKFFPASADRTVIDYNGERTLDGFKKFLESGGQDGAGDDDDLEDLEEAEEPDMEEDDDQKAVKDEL
# * hit, by the source's call; . = no result given.
SMILES,aDG glyco up,Vif imaging,hiPSC survival,ABCB6 inh MLPCN,CaV13 ICDI inh,Granule exo inh,N-glyco inh,HTR2A ag,H9c2 protect,PDI inh
CC(C)[C@H](NC(N)=O)C(=O)NCCc1ccc(Cl)cc1Cl,-0.3,16,5.2,87,-4,-5,-1,2,8,-4
CC(C)NC(=O)C1CCN(S(=O)(=O)c2ccc(N3CCCC3=O)cc2)CC1,0.4,7,-0.3,101,-3,-11,2,0,-4,-4
COc1ccc(NC(=O)CCOc2ccccc2)c(OC)c1,0.2,2,-2.4,89,-4,0,-1,3,1,-1
Cc1cccc(C)c1NS(=O)(=O)c1c(C)[nH]c(=O)[nH]c1=O,-0.2,-2,2.3,96,-5,0,1,-4,6,4
CCOC(=O)N1CCN(S(=O)(=O)c2ccc(C(=O)NNc3nc4ccc(Cl)cc4s3)cc2)CC1,-0.3,-3,-0.5,92,.,5,-11,3,30,.
Cc1cccc(C(=O)N2CCN(Cc3nc4sc5c(c4c(=O)[nH]3)CCCC5)CC2)c1,0.1,11,-0.2,96,-3,32,3,4,-5,-7
O=C(Nc1ccc2oc(-c3ccncc3)nc2c1)c1ccccc1,0.0,1,-0.5,97,1,-3,0,1,0,-5
COc1ccccc1NC(=O)CN1CCC(c2nc3ccccc3[nH]2)CC1,0.1,8,0.6,98,2,1,0,1,2,-2
N#CC(CC(=O)c1ccc(F)cc1)c1ccc2c(c1)OCO2 (configuration not stated),0.1,4,-0.5,97,-4,-5,-3,-6,6,-4
COc1ccc(F)cc1S(=O)(=O)N1CCC2(CC1)OCCN2S(=O)(=O)c1cccs1,0.1,.,-0.3,97,-6,-4,0,-3,1,1
CNC(=O)c1sccc1SCc1c(Cl)cccc1Cl,0.1,-6,7.4,98,-6,-4,-1,-1,-16,-7
CC(OC(=O)c1cccc([N+](=O)[O-])c1)C(=O)N1CCc2ccccc21 (configuration not stated),-0.3,-8,-0.6,90,-3,-1,2,-7,1,1
COC(=O)Cc1c(C(=O)OC)nnn1-c1ccc(OC(F)(F)F)cc1,0.2,-7,-3.0,101,-13,5,2,10,4,0
Cc1[nH]n(-c2ccccc2)c(=O)c1/C=N/NC(=O)c1cccc([N+](=O)[O-])c1,-0.4,3,-0.3,94,.,2,0,-2,8,-4
COc1ccc2cc(C(=O)NC3CCCCC3)c(=O)oc2c1,-0.1,-4,-0.9,101,.,-2,0,-2,0,-2
O=C1CC(N2CCN(c3ccccc3F)CC2)C(=O)N1c1ccc(F)cc1 (configuration not stated),-0.3,12,7.8,96,.,-1,2,9,8,22
CS(=O)(=O)c1ccc(-c2nnc(NC(=O)c3cccc(N4C(=O)CCC4=O)c3)o2)cc1,0.1,-2,-0.4,100,-14,4,0,3,-1,-2
Cc1ccc(CCN2CC(C(=O)NCCCN3CCCCCC3)CC2=O)cc1 (configuration not stated),-0.2,-5,22*,96,-4,-2,-3,3,5,-3
Cc1c(C(=O)Oc2cccc3ccccc23)cnn1-c1ccccc1,0.1,-17,-3.4,112,-5,8,-4,1,-15,3
COc1ccc(F)cc1-c1cc(NC(C)=O)c2ncc(-c3cc(OC)c(OC)c(OC)c3)n2c1,0.0,68*,-0.8,103,-6,-7,21,3,5,4

# Four entries drawn at random from the list so far:
SMILES,aDG glyco up,Vif imaging,hiPSC survival,ABCB6 inh MLPCN,CaV13 ICDI inh,Granule exo inh,N-glyco inh,HTR2A ag,H9c2 protect,PDI inh
Cc1c(C(=O)Oc2cccc3ccccc23)cnn1-c1ccccc1,0.1,-17,-3.4,112,-5,8,-4,1,-15,3
COc1ccc(F)cc1S(=O)(=O)N1CCC2(CC1)OCCN2S(=O)(=O)c1cccs1,0.1,.,-0.3,97,-6,-4,0,-3,1,1
CC(C)NC(=O)C1CCN(S(=O)(=O)c2ccc(N3CCCC3=O)cc2)CC1,0.4,7,-0.3,101,-3,-11,2,0,-4,-4
Cc1cccc(C(=O)N2CCN(Cc3nc4sc5c(c4c(=O)[nH]3)CCCC5)CC2)c1,0.1,11,-0.2,96,-3,32,3,4,-5,-7

# Other results.
SMILES,aDG glyco up,Vif imaging,hiPSC survival,ABCB6 inh MLPCN,CaV13 ICDI inh,Granule exo inh,N-glyco inh,HTR2A ag,H9c2 protect,PDI inh
COc1cccc(CNC(=O)Cn2cc3c(n2)CCCC3)c1,0.3,-4,0.2,101,1,-1,3,-4,13,.
CC(C)CCNC(=O)Cn1c(=O)oc2cc(S(=O)(=O)N3CCc4ccccc43)ccc21,-0.2,-7,0.3,102,4,-3,-3,-3,-2,-4
O=C(c1cc2cc([N+](=O)[O-])ccc2s1)N1CCOCC1,0.0,9,-2.0,103,0,1,-1,0,9,0
COc1ccc(/C=C\C(=O)c2c(O)ccc3c(C)cc(=O)oc23)cc1,-0.2,16,9.5,105,.,5,0,-8,31,-5
CCc1ccc(N(C(=O)c2snc(C(N)=O)c2N)C(C(=O)NCC2CCCO2)c2ccco2)cc1 (configuration not stated),-0.1,1,-0.1,94,-4,-2,2,4,49,12
CCOC(=O)c1ccc2c(c1)N(C)C(=O)c1ccccc1S2,-0.2,7,-0.1,99,.,0,0,-5,-6,3
CC(NC(=O)Cc1ccccc1)C1COc2ccccc2O1 (configuration not stated),-0.3,-8,-0.8,95,9,8,2,0,-2,-5
COc1cc(OC)cc(-n2nnnc2SCC(=O)N2CCCc3ccccc32)c1,-0.1,-8,0.0,99,-7,1,0,4,9,-4
CN1CCN(c2ccc(Cl)cc2NC(=O)c2cccc(S(=O)(=O)N(C)C)c2)CC1,-0.2,-3,-3.0,96,-7,-6,-2,0,21,-3
Cn1c(=NC(=O)COc2ccccc2)sc2ccccc21,0.1,7,-1.1,100,-1,1,-3,-5,2,-9
O=C1C2C3C=CC([C@@H]2C(=O)N1C1CCCCC1)[C@H]1C(=O)N(C2CCCCC2)C(=O)C31 (some centres not stated),-0.1,.,1.2,92,-5,-2,2,1,-10,2
CC[C@]1(c2cccc(C)c2)C(=O)N(C(=O)OC)N1C(=O)OC,-0.1,2,-1.5,96,-5,-4,-7,0,10,-1
O=C(OCC(=O)N1CCCCC1)c1ccc2ccccc2n1,0.0,-3,1.7,99,-2,35,3,-2,2,-2
COc1ccc(S(=O)(=O)NC(=O)C2(C)CCN2C(=O)Cc2ccc(-c3ccccc3)cc2)cc1 (configuration not stated),-0.1,-9,0.2,98,-5,-9,2,1,2,-6
CC(=O)Nc1ccc(NC(=O)COc2ccc(S(=O)(=O)N3CCCC3)cc2C)cc1,-0.1,-4,-0.1,97,-2,0,-4,3,4,-7
COCCOC(=O)c1c(NC(=O)CN2CCOCC2)sc(C(N)=O)c1C,-0.7,24,0.3,105,.,-2,-1,1,6,-5
COCCCNC(=O)CC1C[C@H](C(=O)N2CCOCC2)[C@@]2(C)c3[nH]c4ccccc4c3CCN2C1=O (some centres not stated),-0.2,.,1.2,97,-6,-2,-1,3,2,-5
OCCCNc1ncnc2oc(-c3ccccc3)c(-c3ccccc3)c12,0.1,-6,0.6,94,-4,66*,1,-3,3,8
Cn1c(=O)c2ncn(CC(=O)N/N=C/C=C/c3ccccc3)c2n(C)c1=O,0.2,-2,-3.6,100,-5,-3,-2,-1,5,-5
O=C(O)c1ccc(NS(=O)(=O)c2cccc(C(=O)Nc3ccc(Br)cc3)c2)cc1,-0.1,2,-0.1,97,-5,-7,0,5,11,10
O=C(NCCc1cccc(F)c1)C1CCC(=O)N(C2CCCCCC2)C1 (configuration not stated),0.2,0,-0.3,93,-14,-2,1,-2,-4,-7
NNC(=O)CCc1nc2ccc(O)cc2[nH]1,-0.1,0,0.1,100,7,7,2,-1,-6,1
COC(=O)c1cc(NC(=O)COC(=O)CCc2nc3ccccc3c(=O)[nH]2)cc(C(=O)OC)c1,-0.2,0,6.9,102,-6,-2,1,0,13,-7
CC(=O)Nc1ccc(S(=O)(=O)N(C2=NCC(C)S2)c2ccccc2)cc1 (configuration not stated),0.0,7,0.5,93,.,1,-1,-2,-19,10
Cc1cc(=O)n2nc(N3CCCC(C(=O)NC4CCCCC4C)C3)sc2n1 (configuration not stated),0.1,2,0.7,101,-3,12,3,-1,1,-1
O=C(Nc1ccc2c(c1)OCO2)c1ccc(Cl)nc1,-0.4,-1,4.7,97,.,-3,2,4,9,-3
Cc1nn(Cc2c(F)c(F)c(F)c(F)c2F)c(C)c1NC(=O)c1nn(C)c(C)c1Br,0.4,-7,0.6,97,-6,-14,1,5,-4,10
O=C(O)c1cccnc1Br,-0.1,-7,-3.7,97,-6,-4,1,0,1,-4
CCNc1ccc2noc3c2c1C(=O)c1ccccc1-3,-1.2,-2,-0.2,122,.,-1,-1,-3,45,-10
O=S1(=O)CCN(C2CCCCCCCCCCC2)CC1,0.5,-12,-1.7,96,-5,-9,-3,-1,-7,4
O=C(NC1CC1)c1sc2ccccc2c1Cl,0.1,10,-0.1,101,-3,-1,2,-1,-2,-6
Cc1ccc(NS(=O)(=O)c2cccc(C(=O)N3CCCCCCC3)c2)cc1,2.7,3,-0.1,102,-14,1,-2,5,-3,-4
Cn1c(NC(=O)c2ccc(S(=O)(=O)N3CCOCC3)cc2)cc(=O)n(C)c1=O,0.0,1,0.6,101,-3,-8,0,2,4,9
O=C1C=CC(=O)N1N(c1ccccc1)c1ccccc1,0.1,3,1.5,99,-2,78*,-2,1,34,0
C=CCCC(=O)N1CCCC(C(=O)c2cccc(OC)c2)C1 (configuration not stated),0.0,0,-0.4,101,-2,-2,1,4,4,4
O=C(Nc1cc(C(F)(F)F)cc(C(F)(F)F)c1)Nc1cnn(-c2ccc([N+](=O)[O-])cc2)c1C(F)(F)F,-0.2,-7,0.3,92,-2,8,-15,-1,-18,-4
O=C(NC(Cc1ccccc1)C(=O)O)/C(=C\c1ccccc1F)NC(=O)c1ccccc1 (configuration not stated),0.4,20,-2.1,95,7,-1,2,4,-2,5
C1=C(c2cn(-c3nc4ccccc4s3)nn2)CCCC1,-0.3,.,-1.2,130,-10,-5,.,1,.,.
COC(=O)c1ccccc1NC(=O)CSc1nc2ccsc2c(=O)n1Cc1ccc(C(=O)O)cc1,-0.3,-13,2.2,103,-10,3,2,1,-10,-10
O=C(c1cc(COc2cccc(C(F)(F)F)c2)on1)N1CCSCC1,0.4,2,-0.2,94,-2,-7,4,1,-3,3
CC1=CCC2C(=O)N(c3cccc(C(=O)NC(C)c4ccccc4)c3)C(=O)C2C1 (configuration not stated),0.0,3,-0.4,94,-3,-12,1,-3,1,0
Cc1ccc(NC(=O)CCNS(=O)(=O)c2cccc3nonc23)cc1,-0.1,-3,1.3,97,-3,0,1,-1,1,-8
CC1(C)CC(=O)C(C=NCCN2CCN(C(=O)c3ccc(F)cc3)CC2)=C(O)C1,-0.1,3,-1.4,92,-5,5,0,2,3,6
Cc1cnn(C(=O)c2oc3ccccc3c2C)c1,0.0,4,0.9,104,-8,0,1,4,-2,1
CCOC(=O)N1CCC(N(CCCOC)C(=O)Nc2cccc(OC)c2)CC1,0.0,-6,1.1,96,-12,0,0,3,8,3
COC(=O)C1=C(N)OC2=C(C(=O)CCC2)C1c1cccs1 (configuration not stated),0.0,1,4.0,86,-4,0,1,-1,-11,13
COc1ccccc1NC(=O)CSc1nnc(CNC(=O)c2ccco2)o1,-0.1,-5,1.0,97,-2,-1,0,3,4,1
COCCCNC(=O)CNC(=O)c1nn(-c2ccc(OC)cc2)c(=O)c2ccccc12,-0.1,3,0.2,99,-12,-2,-1,-2,2,-8

# Assay outcomes: PubChem BioAssay, several laboratories
